High-throughput results deposited in PubChem BioAssay by National Center for Advancing Translational Sciences (NCATS).
EPAC2 antagonist = qHTS for Antagonist of cAMP-regulated guanine nucleotide exchange factor 2 (EPAC2): primary screen | Rap guanine nucleotide exchange factor 4 (Homo sapiens), Q8WZA2 | EPAC2 GEF exchange of Rap1B-BODIPY-GDP, fluorescence | Potency, µM (highest dose often 114 µM), for the others: top-dose activity, negative = inhibition, hits mostly inhibitors | hit rate 0.18% among 360,000 | AID 720708, 2013; note: % is set by controls: 0 for no effect and ±100 for the full control effect; nearly all actives have a fitted effect of over 45% in size; many of its hits are not listed in these tables
FUS yeast rescue = qHTS for Suppressors of FUS Proteinopathy: Primary screen using FUS-linked yeast assay. S. cerevisiae FUS-expressing, growth rescue, OD600, 24 h. Potency, µM (top dose mostly 76.6 µM), inactives show at the highest dose growth rescue (activation), usual class: activators. hit rate 0.24% among 390,000;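 note: plate controls were DMSO vehicle for no effect and reference control for full effect; nearly all actives have a fitted effect of over 55% in size; some results filed as inactive show a strong effect at the top dose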
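Toxicity suppression screen in FUS-yeast. Cells induced with 2% galactose, starting OD 0.005, treated 24hr at 30C with compounds at multiple final concentrations; growth by OD600.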
EPAC1 antag = qHTS for Antagonist of cAMP-regulated guanine nucleotide exchange factor 3 (EPAC1): primary screen; hit rate 0.14% among 360,000; Rap guanine nucleotide exchange factor 3 (Homo sapiens), O95398; EPAC1 GEF assay, Rap1b-BODIPY-GDP exchange fluorescence; Potency, µM (highest dose often 115 µM), for the others: at the top dose activity change, negative = inhibition, most hits filed as inhibitors;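 note: plate controls were vehicle for no effect and positive control for full effect; nearly all actives have a fitted effect of over 50% in size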
EPAC1 agonist = qHTS for Agonist of cAMP-regulated guanine nucleotide exchange factor 3 (EPAC1): primary screen | Rap guanine nucleotide exchange factor 3 (Homo sapiens), O95398 | EPAC1 agonist qHTS, biochemical assay; response scale: 100% = response to 6.5 mM cAMP | Potency, µM (series often up to 154 µM), inactives show at the top dose activation, hits mostly activators | hit rate 0.073% among 360,000; note: nearly all actives have a fitted effect of over 60% in size
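Fluorescent GDP-exchange assay: 100 nM EPAC1 with 250 nM Rap1B preloaded with BODIPY-GDP and 50 uM GDP; compounds tested as concentration series, 5 min at room temperature, then read every 5 min for 30 min (ex 480/em 540 nm); normalized to 6.5 mM cAMP.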
aSyn yeast inh = qHTS of alpha-syn Inhibitors; Potency, µM (titrated, usually from 46.1 µM), inactives show at the top dose growth rescue (activation), actives largely listed as activators; Yeast expressing alpha-synuclein, growth rescue, BacTiter-Glo, 24 h; AID 652106, 2013; hit rate 0.14% among 370,000; note: % of control where 0% means no effect; nearly all actives have a fitted effect of over 65% in size
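Screening used galactose-induced yeast with toxic alpha-synuclein levels, exposed to compound for 24 hr at 30 deg C. Cell growth, read with BacTiter-Glo luminescence, gave the measured signal.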
EPAC2 ag = qHTS for Agonist of cAMP-regulated guanine nucleotide exchange factor 4 (EPAC2): primary screen. Rap guanine nucleotide exchange factor 4 (Homo sapiens), Q8WZA2. hit rate 0.079% among 360,000. EPAC2 activation, biochemical qHTS; response scale: 100% = 6.5 mM cAMP response. Potency, µM (series often up to 154 µM), for inactives: at the top dose activation, most hits filed as activators; note: nearly all actives have a fitted effect of over 50% in size
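Exchange assay: 100 nM EPAC2 with 250 nM Rap1B-BODIPY-GDP and 50 uM GDP. Fluorescence (ex 480/em 540 nm) read every 5 min for 30 min at room temperature. Data normalized to 6.5 mM cAMP as agonist control.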
TDP43 rescue = qHTS of TDP-43 Inhibitors; TDP-43 expressing yeast growth rescue, BacTiter-Glo, 24 h; Potency, µM (top dose mostly 46.1 µM), for inactives: top-dose growth rescue (activation), hits mostly activators; hit rate 1.8% among 410,000; note: % of control where 0% means no effect; nearly all actives have a fitted effect of over 50% in size
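Galactose-induced TDP-43 yeast, OD600=0.02, compound pinned; 24 hr, 30 deg C; BacTiter-Glo luminescence for growth. Inhibitors of TDP-43 toxicity read as activators.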
PTHR1 agonist = qHTS for PTHR1 Agonists: Primary Screen; Parathyroid hormone/parathyroid hormone-related peptide receptor (Homo sapiens), Q03431; HEK293 GP2 PTHR1 cells, GloSensor cAMP luminescence, 1 h; Potency, µM (titrated, usually from 115 µM), for the others: at the top dose activation, most hits filed as activators; hit rate 0.075% among 410,000; AID 743266, 2014; note: nearly all actives have a fitted effect of over 55% in size; some results filed as inactive show a strong effect at the top dose; inactives centre near -15; many of its hits are not listed in these tables
Target sequence (Q03431 whole entry, looked up): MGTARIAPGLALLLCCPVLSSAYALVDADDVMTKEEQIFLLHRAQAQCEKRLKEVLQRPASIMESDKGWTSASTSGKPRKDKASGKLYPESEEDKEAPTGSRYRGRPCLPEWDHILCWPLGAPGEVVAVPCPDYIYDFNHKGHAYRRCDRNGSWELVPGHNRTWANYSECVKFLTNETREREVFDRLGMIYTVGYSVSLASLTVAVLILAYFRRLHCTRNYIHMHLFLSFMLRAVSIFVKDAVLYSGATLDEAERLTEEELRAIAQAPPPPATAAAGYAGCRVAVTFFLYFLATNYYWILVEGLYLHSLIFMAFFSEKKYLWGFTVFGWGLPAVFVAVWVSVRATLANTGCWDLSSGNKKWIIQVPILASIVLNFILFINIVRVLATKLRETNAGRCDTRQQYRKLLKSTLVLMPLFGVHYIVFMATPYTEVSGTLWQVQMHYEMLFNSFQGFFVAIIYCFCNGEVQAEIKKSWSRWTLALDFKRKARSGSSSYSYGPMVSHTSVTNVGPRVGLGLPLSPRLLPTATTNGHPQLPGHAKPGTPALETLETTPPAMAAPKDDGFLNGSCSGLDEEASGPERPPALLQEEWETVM
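HEK-293-derived GP2 cells expressing PTHR1 and a GloSensor cAMP reporter, 3,000/well, plated overnight, given luciferin plus IBMX (each 0.5 mM as added) for 1 h at 37 °C, then compound for 1 h at 37 °C. Luminescence was read after 15 min at room temperature.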
* hit, by the source's call; i = inactive; u = inconclusive; x = no result given; [ ] = remark or other dose. Calls come from the whole dose curve; as a rule, active = well fitted curve in the direction sought with a large enough effect; inconclusive = small, poorly fitted or top-dose-only effect, or another doubt; inactive = no such curve, though single readings can be large; an effect the other way counts as inactive or inconclusive. Potency is the fitted concentration of half-maximal effect.

Every second line gives: EPAC2 antagonist	FUS yeast rescue	EPAC1 antag	EPAC1 agonist	aSyn yeast inh	EPAC2 ag	TDP43 rescue	PTHR1 agonist
CC1CCCCC12NC(=O)N(CC(=O)Nc1cccc(S(=O)(=O)N3CCCCC3)c1)C2=O (configuration not stated)
    5%	6%	10%	4%	0%[1.84 µM]	7%	9%	-3%
COc1ccc(C(=NN)c2ccc(OC)cc2)cc1
    -18%	2%	2%	8%	5%	12%	-9%	-10%
CCOC(=O)CC(=O)Nc1ccn[nH]1
    -2%	7%	-4%	-2%	-15%	5%	-4%	i
CC(=O)C1=NN(c2ccccc2)C(c2cccs2)N1c1ccc(N(C)C)cc1 (configuration not stated)
    -1%	37%	3%	14%	6%	18%	-28%	-31%
CCCNC(=O)COc1cccc(C(=O)NCc2ccccc2)c1
    4%	-19%	-30%	1%	-8%	5%	4%	-56%
CC(C)C[C@@H](CN1CCC[C@@H]1CN1C(=S)NC[C@@H]1Cc1ccc(O)cc1)N1C[C@H](Cc2ccc(O)cc2)N(CCc2ccccc2)C1=S
    u	35µM*	u	-9%	-4%	-4%	-1%	29%
COc1ccc(NC(=O)c2ccccc2NC(=O)NC2CCCCC2)cc1
    -4%	0%	2%	-2%	6%	-2%	9%	i
O=C(c1ccc(F)cc1)N1CCN(Cc2ccccc2Br)CC1
    -5%	-6%	-2%	7%	-5%	7%	-8%	-15%[57.5 µM]
CCCCCC(=O)N1C[C@@H](n2cc(-c3ccc(F)cc3)nn2)[C@H](O)C[C@@H]1c1ccccc1
    -11%	15%	-22%	-1%	4%	17%	0%	-62%[inhibitor]
CC1Oc2ccccc2N(CC(=O)Nc2ccc3c(c2)OCO3)C1=O (configuration not stated)
    0%	37%	1%	5%	-1%	0%	-7%	-2%[57.5 µM]
CCCN(CCC)CCN1C(=O)C2C(C(=O)Nc3cccc(SC)c3)C3C=CC2(O3)C1C(=O)NC1CCCCC1 (configuration not stated)
    3%	10%	16%	-8%	0%	4%	3%	i
O=C(CCCN1C(=O)/C(=C/c2cccs2)SC1=S)Nc1ccccc1O
    18%	-12%	-4%	0%	-2%	4%	0%	i
CC1CC(C(F)(F)F)n2ncnc2N1 (configuration not stated)
    6%	-6%	6%	2%	-1%	6%	4%	i
O=C(NCCCN1CCOCC1)c1ccc(Br)s1
    3%	16%	4%	-3%	-4%	-3%	-15%	i
O=C(CNc1cccc(C(F)(F)F)c1)Nc1cccc(S(=O)(=O)N2CCCC2)c1
    -11%	2%	-28%	-1%	0%	15%	25%	-49%[inhibitor]

6 entries drawn at random from the list so far:
Every second line gives: EPAC2 antagonist	FUS yeast rescue	EPAC1 antag	EPAC1 agonist	aSyn yeast inh	EPAC2 ag	TDP43 rescue	PTHR1 agonist
O=C(c1ccc(F)cc1)N1CCN(Cc2ccccc2Br)CC1
    -5%	-6%	-2%	7%	-5%	7%	-8%	-15%[57.5 µM]
CCCN(CCC)CCN1C(=O)C2C(C(=O)Nc3cccc(SC)c3)C3C=CC2(O3)C1C(=O)NC1CCCCC1 (configuration not stated)
    3%	10%	16%	-8%	0%	4%	3%	i
CCCNC(=O)COc1cccc(C(=O)NCc2ccccc2)c1
    4%	-19%	-30%	1%	-8%	5%	4%	-56%
CCOC(=O)CC(=O)Nc1ccn[nH]1
    -2%	7%	-4%	-2%	-15%	5%	-4%	i
CC(=O)C1=NN(c2ccccc2)C(c2cccs2)N1c1ccc(N(C)C)cc1 (configuration not stated)
    -1%	37%	3%	14%	6%	18%	-28%	-31%
CCCCCC(=O)N1C[C@@H](n2cc(-c3ccc(F)cc3)nn2)[C@H](O)C[C@@H]1c1ccccc1
    -11%	15%	-22%	-1%	4%	17%	0%	-62%[inhibitor]

(list continues)
Every second line gives: EPAC2 antagonist	FUS yeast rescue	EPAC1 antag	EPAC1 agonist	aSyn yeast inh	EPAC2 ag	TDP43 rescue	PTHR1 agonist
Cc1ccc(S(=O)(=O)NCCCC(=O)O)cc1
    6%	-3%	2%	8%	2%	10%	-12%	i
CC(=O)Nc1ccc2nc(NC(=O)COc3ccccc3C)sc2c1
    -2%	3%	12%	5%	2%	-2%	-9%	i
COc1cc(C(=O)NC2CCN(Cc3ccccc3)CC2)cc(Cl)c1OC(C)C
    0%	-6%	5%	1%	0%	-9%	-18%	i
Cc1ccc(N(CC(=O)NC2CCCCC2)S(=O)(=O)c2cccs2)cc1
    4%	-17%	-5%	-2%	0%	5%	10%	i
Cc1ccc(NS(=O)(=O)c2cccc3nsnc23)cc1[N+](=O)[O-]
    -5%	4%	0%	0%	5%	5%	5%	-18%
O=C(Nc1ccc2c(c1)OCCO2)c1ccccc1
    15%	12%	-15%	4%	-18%	-2%	-2%	-24%
COc1cccc(-c2ccccc2C2=CC(=O)CC(C)(C)C2=O)c1
    -8%	10%	8%	-13%	1%	16%	u	-9%
CCOc1ccc(N(C(=O)c2ccc3c(c2)OCO3)C2C=CS(=O)(=O)C2)cc1 (configuration not stated)
    -4%	12%	6%	-1%	-5%	10%	8%	-25%
C/C(=N/NS(=O)(=O)c1cc(C)ccc1C)c1ccc2c(c1)OCO2
    -9%	-17%	-20%	-12%	1%	18%	-4%	i
CC(=O)Nc1ccc(S(=O)(=O)N2CC(=O)NC(=O)C2)cc1
    -3%	8%	2%	-14%	-3%	-5%	-1%	3%
O=C(Cn1ncc2c1-c1ccccc1OC2)N1CCc2ccccc21
    -11%	3%	-1%	-11%	5%	13%	20%	-7%
COc1ccc(-n2nc(C(=O)NCC(=O)N3CCN(c4cccc(Cl)c4)CC3)c3ccccc3c2=O)c(OC)c1
    -11%	38%	7%	15%	2%	10%	-12%	i
CCn1c(SCC(=O)Nc2ccc(C)cc2)nc2nc3c(cc2c1=O)CCCC3
    12%	x	-1%	-9%	0%	-5%	-12%	-22%
COc1ccc(-c2sc3cc(OC)ccc3c2-c2ccc(OCCN3CCOCC3)cc2)cc1
    -6%	u	-2%	22%	-40%[inhibitor]	3%	2%	-21%
O=c1[nH]nc(CNc2cccc(C(F)(F)F)c2)c2ccccc12
    3%	17%	-3%	0%	24%	-6%	u	-63%[inhibitor]

Next section.
Every second line gives: EPAC2 antagonist	FUS yeast rescue	EPAC1 antag	EPAC1 agonist	aSyn yeast inh	EPAC2 ag	TDP43 rescue	PTHR1 agonist
Cc1oc(CSCCSCc2cc(C(=O)O)c(C)o2)cc1C(=O)O
    -2%	-14%	3%	0%	7%	1%	4%	7%
Cc1cccc(C(=O)OC(C)C(=O)NCC2CCCCC2)c1O (configuration not stated)
    5%	x	-18%	-14%	1%	-2%	5%	-4%
CC(=O)Oc1cccc(N2C(=O)c3ccc(C(=O)O)cc3C2=O)c1
    12%	27%	19%	3%	-6%	-3%	1%	i
O=C(CCCn1c(=S)[nH]c2cc3c(cc2c1=O)OCO3)NCc1ccccc1Cl
    -4%	-13%	23%	18%	2%	2%	-1%	-2%
CN(C(=O)COC(=O)CCCc1c[nH]c2ccccc12)c1c(N)n(Cc2ccccc2)c(=O)[nH]c1=O
    1%	44%	6%	0%	-3%[1.84 µM]	3%	8%	i
O=C(CSc1nc2ccccc2c(=O)[nH]1)Nc1ccc([N+](=O)[O-])cc1
    19%	15%	10%	9%	1%	1%	0%	-26%
O=C(Nc1cccc(Cl)c1)NC1CCCCC1
    -5%	16%	-1%	4%	5%	7%	u	-18%
CCc1ccc(C(=O)NC(=S)Nc2ccc(N3CCOCC3)cc2)cc1
    -3%	-12%	3%	3%	2%	12%	22%	-68%[inhibitor]
O=C(O)c1cccc(S(=O)(=O)Nc2ccc(-c3ccccc3)cc2)c1
    11%	7%	-4%	-6%	13%	1%	0%	-2%
COc1ccccc1N1CCN(C(=O)C(C)NC(=O)c2cccc([N+](=O)[O-])c2)CC1 (configuration not stated)
    -6%	13%	-27%	-5%	-2%	15%	-1%	i
CCN(CC(=O)Nc1c(F)cccc1F)C(=O)c1cccc(-n2cnnn2)c1
    -5%	-8%	16%	-3%	0%	7%	-30%[inhibitor]	-23%
COC(=O)c1ccc(CN(C)S(=O)(=O)c2cccs2)cc1
    -10%	-14%	-4%	9%	5%	4%	u	-4%
Cc1cccc(NS(=O)(=O)c2cc3c4c(c2)CCN4C(=O)CC3)c1C
    -5%	21%	0%	2%	2%	-2%	-36%[inhibitor]	i
CCC(C)C(=O)NCCc1ccc(S(N)(=O)=O)cc1 (configuration not stated)
    12%	x	11%	3%	-1%	u	-30%	i
CCc1ccccc1NC(=O)c1ccc(Cn2cc([N+](=O)[O-])cn2)cc1
    3%	14%	11%	7%	-2%	8%	3%	0%

Record cards (already shown). Screens in order: EPAC2 antagonist	FUS yeast rescue	EPAC1 antag	EPAC1 agonist	aSyn yeast inh	EPAC2 ag	TDP43 rescue	PTHR1 agonist
C/C(=N/NS(=O)(=O)c1cc(C)ccc1C)c1ccc2c(c1)OCO2 in the list: -9%	-17%	-20%	-12%	1%	18%	-4%	i
CCn1c(SCC(=O)Nc2ccc(C)cc2)nc2nc3c(cc2c1=O)CCCC3 in the list: 12%	x	-1%	-9%	0%	-5%	-12%	-22%

Only part of the results is shown; count on the stated rates, not on these rows.
